SKN-1 block: inhibitors of C. elegans SKN-1; C. elegans VP596 Pgst-4::GFP/RFP ratio, acrylamide-induced, 24 h; inhibition, % at 21.8 µM; hit rate 0.49% among 360,000; AID 624304;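 active = interference check ratio from 0.5 to 1.5 plus GFP to RFP signal ratio inhibition reaching or exceeding a fixed threshold, cut at about 30% in these data, passing the limit was not always enough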; note: some compounds called inactive have numbers as strong as hits
CendR NRP1 mod: modulators of CendR peptide binding to human neuropilin-1 | FAM-RPARPAR peptide binding to NRP-1, fluorescence polarization | inhibition, % at 25 µM | hit rate 0.85% among 360,000 | AID 602438;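 active = inhibition or corrected inhibition above about 18%, plus a signal ratio from 0.5 to 1.5, limit read from the data, passing the limit was not always enough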; note: strong numbers were not always called active
Target sequence (O14786 whole entry, looked up): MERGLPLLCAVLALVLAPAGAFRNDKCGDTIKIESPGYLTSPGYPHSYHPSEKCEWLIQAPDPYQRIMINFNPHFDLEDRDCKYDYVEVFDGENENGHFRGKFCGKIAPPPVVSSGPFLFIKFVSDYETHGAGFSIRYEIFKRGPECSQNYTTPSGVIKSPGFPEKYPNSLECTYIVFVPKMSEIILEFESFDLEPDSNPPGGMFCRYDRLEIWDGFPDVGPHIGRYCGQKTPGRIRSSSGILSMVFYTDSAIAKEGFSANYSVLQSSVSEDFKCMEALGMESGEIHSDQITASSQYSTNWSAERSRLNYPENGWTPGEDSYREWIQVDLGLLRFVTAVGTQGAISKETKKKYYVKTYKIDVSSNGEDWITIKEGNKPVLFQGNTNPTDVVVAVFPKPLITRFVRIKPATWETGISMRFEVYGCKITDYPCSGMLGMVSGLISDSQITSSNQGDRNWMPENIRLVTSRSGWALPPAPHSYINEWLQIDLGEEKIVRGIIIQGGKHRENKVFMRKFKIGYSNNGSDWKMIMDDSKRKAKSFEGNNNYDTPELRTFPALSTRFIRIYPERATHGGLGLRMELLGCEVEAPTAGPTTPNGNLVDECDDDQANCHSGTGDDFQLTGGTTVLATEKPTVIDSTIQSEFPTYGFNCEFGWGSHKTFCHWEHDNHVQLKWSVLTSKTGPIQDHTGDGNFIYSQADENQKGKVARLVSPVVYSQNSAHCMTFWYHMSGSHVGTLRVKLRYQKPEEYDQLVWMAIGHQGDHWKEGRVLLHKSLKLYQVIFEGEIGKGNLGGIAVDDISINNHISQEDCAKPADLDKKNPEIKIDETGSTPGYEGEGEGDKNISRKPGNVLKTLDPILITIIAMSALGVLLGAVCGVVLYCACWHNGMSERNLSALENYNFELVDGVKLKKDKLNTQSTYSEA
DNMT1 inh: blocks human DNA methyltransferase DNMT1; inhibition (reported as % activation of signal), % at 10 µM; DNMT1 molecular beacon, Hinp1I cleavage, fluorescence; hit rate 0.83% among 360,000; AID 588458; in the data active = inhibition above about 50%
Scp1 inh: inhibitors of human Scp-1 phosphatase | Recombinant Scp1, phosphopeptide, malachite green phosphate absorbance | inhibition, % at 20 µM | AID 493091 | hit rate 0.88% among 340,000 | Q9GZU7;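 active = inhibition above about 50% at 20 µM, limit read from the data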;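 note: plate controls were DMSO wells with enzyme for no effect and wells lacking enzyme for full effect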
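System: truncated SCP-1 phosphatase (76-261aa); medium: Tris acetate buffer pH 5.5 with MgCl2 and Tween-20; incubation: 45 min room-temperature reaction, 5 min colour, 30 min stabiliser; compound: single 20 µM dose, 1% DMSO; reagent: Phosphorylated 17-residue peptide substrate; read-out: % inhibition at 20 µM; technique: colorimetric free-phosphate detection, absorbance 630 nm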
NadD block: NadD (S. aureus) enzyme inhibition | purified NadD enzyme, colorimetric absorbance read-out | inhibition, % at 20 µM | hit rate 0.78% among 360,000; in the data active = inhibition above about 26%; note: some compounds past the cut are filed as inactive
STEP block: inhibitors of human striatal-enriched phosphatase STEP; AID 588621; recombinant STEP, OMFP fluorogenic substrate, fluorescence; hit rate 0.25% among 360,000; inhibition, % at 20 µM;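 active = inhibition at 20 µM, scaled per plate between control wells, above about 37%, limit read from the data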;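 note: 0% = DMSO with enzyme and substrate and 100% = substrate only without enzyme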
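Assay system: isolated STEP enzyme / Timing: 20 min at room temperature, dark / Doses: 20 µM, 1% DMSO / Technique: fluorescence intensity, excitation 480 nm, emission 540 nm / Reagent: fluorogenic phosphatase substrate OMFP at 25 µM final / Measure: percent inhibition scaled to no-enzyme and uninhibited-enzyme controls, plate-pattern corrected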
SUMO1-SIM PPI: SUMO1-SIM interaction modulation; P63165; SUMO1 binding to a labelled peptide, TR-FRET, 1 h; inhibition, % at 20 µM; hit rate 0.33% among 360,000; AID 602429; in the data active = inhibition above about 37%
LMPTP inh: blocks human LMPTP phosphatase. recombinant LMPTP-A, OMFP fluorogenic substrate, fluorescence intensity. P24666. inhibition, % at 20 µM. hit rate 0.22% among 360,000;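 active = compounds that cut the enzyme signal by at least half of the control window in the single-dose screen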;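 note: plate controls were DMSO wells with enzyme plus substrate for no effect and substrate without enzyme for full effect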
Target sequence (P24666 whole entry, looked up): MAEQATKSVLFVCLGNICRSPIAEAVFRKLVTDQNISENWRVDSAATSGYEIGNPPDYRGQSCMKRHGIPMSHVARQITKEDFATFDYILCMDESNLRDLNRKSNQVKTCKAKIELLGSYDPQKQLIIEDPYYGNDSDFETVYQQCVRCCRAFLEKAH
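Material: LMPTP-A; amount: 0.625 nM enzyme; doses: single 20 µM dose; times: reaction 50 min, room temperature, dark; technique: fluorescence intensity of OMFP turnover product; benchmarks: no-enzyme and uninhibited controls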
MT1-MMP act inh: blocks activation of human MT1-MMP. HT1080 RFP-PRO-GFP cells, GFP/RFP ratio fluorescence, overnight; percent of plate control window, DMSO zero. GFP/RFP ratio change, % at 20 µM. hit rate 0.061% among 360,000;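 active = GFP/RFP ratio change of at least 30% with cell ATP level not reduced by more than half and red fluorescence within 50% of control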; note: strong numbers were not always called active
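Compound: 20 µM single dose, 1% DMSO / System: HT1080 RFP-PRO-GFP cells / Controls: DMSO and RFP-L50D-GFP cell wells / Read-out basis: GFP/RFP fluorescence ratio / Schedule: overnight compound exposure at 37 °C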
Rpn11 block: Rpn11 (human) deubiquitinase inhibition; O00487; human 26S proteasome, Ub4-pepOG fluorescence polarization; 20S core pre-blocked with epoxomicin; calls only at 20 µM; hit rate 0.59% among 360,000;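 active = inhibition at 20 µM, scaled to each plate's controls, above about 33%, limit read from the data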
Numbers without * were called inactive; i = inactive; . = not tested or not shown. Compounds were not picked by outcome (roughly 3.9% active in at least one column).

mol	SKN-1 block	CendR NRP1 mod	DNMT1 inh	Scp1 inh	NadD block	STEP block	SUMO1-SIM PPI	LMPTP inh	MT1-MMP act inh	Rpn11 block
O=C(Nc1ccncc1)Nc1ccccn1	-9	6	2	-8	-1	3	4	2.5	-4	i
CN(C(=O)c1ccc(NC(=O)Cc2ccc(NC(=O)C3CCCN(C(=O)C4CC4)C3)cc2)cc1)C1CCCC1 (stereo not drawn)	-3	3	1	-8	3	6	-1	-2.9	3	i
O=C(CSc1cn(CCNC(=O)c2ccccc2F)c2ccccc12)NCC1CCCO1 (stereo not drawn)	-9	10	2	-5	-1	1	1	-0.7	4	i
COc1ccc(S(=O)(=O)N(CC(=O)NC2CCCCC2)c2ccc(F)cc2)cc1	-2	24	2	-7	-6	1	2	-0.4	-2	i
Cc1nnc(NC(=O)c2cc3n(n2)C(C(F)(F)F)CC(C2CC2)N3)s1 (stereo not drawn)	-24	12	1	-13	2	-1	-3	-2.5	-1	i
Cc1ccc(OCC(=O)N/N=C\c2ccncc2)c(C)c1	-4	-6	-2	-3	-3	1	4	-0.1	-1	i
O=S(=O)(c1ccc(NC(=S)N2CCOCC2)cc1)N1CCCCC1	-12	2	0	.	-1	0	14	-1.7	1	i
O=C(COc1ccc(S(=O)(=O)N2CCOCC2)cc1Cl)N1CCCC1	16	5	2	-5	0	1	1	-1.4	1	i
COc1ccc(C)cc1NC(=O)NC1CCCCCCC1	8	12	-6	-8	1	2	4	1.4	-4	i
COC(=O)c1ccc2c(=O)[nH]c(COC(=O)c3c(-c4ccccc4)noc3C)nc2c1	22	-2	1	-5	0	-1	6	-0.1	0	i

Taken from above:
O=C(COc1ccc(S(=O)(=O)N2CCOCC2)cc1Cl)N1CCCC1 in SKN-1 block: 16
O=C(CSc1cn(CCNC(=O)c2ccccc2F)c2ccccc12)NCC1CCCO1 (stereo not drawn) in SKN-1 block: -9
COC(=O)c1ccc2c(=O)[nH]c(COC(=O)c3c(-c4ccccc4)noc3C)nc2c1 in CendR NRP1 mod: -2
COc1ccc(S(=O)(=O)N(CC(=O)NC2CCCCC2)c2ccc(F)cc2)cc1 in SKN-1 block: -2

Next part:
mol	SKN-1 block	CendR NRP1 mod	DNMT1 inh	Scp1 inh	NadD block	STEP block	SUMO1-SIM PPI	LMPTP inh	MT1-MMP act inh	Rpn11 block
COc1ccc(/C=N/NC(=O)CCn2cnc(-c3ccccc3)c2-c2ccccc2)cc1	1	-2	-5	1	2	118*	0	1.5	10	i
Cc1[nH]nc(C(F)(F)F)c1N=NN1CCOCC1	6	-7	5	-2	1	-1	0	-26	-10	i
Cc1ccc(CN(C)C(=O)c2ccc3c(c2)NC(=O)CS3)o1	-8	-1	1	-4	-1	0	1	-0.6	4	i
COc1nnc(-c2ccc(N3CCOCC3)c(NC(=O)c3ccco3)c2)c2ccccc12	16	-6	1	-10	3	2	3	-0.2	1	i
COc1cc(C=NCC2OCCc3ccccc32)cc(OC)c1 (stereo not drawn)	-1	-15	-1	-8	-4	2	2	-1.4	0	i
COc1ccc(NC(=O)Cc2ccccc2F)cn1	8	-11	-2	2	2	-1	3	-0.1	1	i
CCc1cnccc1CCC(=O)Nc1ccccc1C	18	11	3	-19	-4	0	3	-0.5	0	i
Cc1ccc(NC(=O)[C@@H]2CCCN2S(=O)(=O)c2ccccc2F)cc1	-9	-5	7	-5	-3	-2	1	-0.8	-5	i
O=C1S/C(=C\C=C\c2ccco2)C(=O)N1c1ccc(O)cc1	5	-66	17	0	8	0	-7	18	-1	i
CCc1ccc(CC)c(S(=O)(=O)Nc2ccc(O)c(C(=O)O)c2)c1	-5	-11	1	-4	0	-5	-2	-2.8	-6	i

Part of the list above, as labelled records:
Cc1ccc(CN(C)C(=O)c2ccc3c(c2)NC(=O)CS3)o1
  SKN-1 block: -8	CendR NRP1 mod: -1	DNMT1 inh: 1	Scp1 inh: -4	NadD block: -1	STEP block: 0	SUMO1-SIM PPI: 1	LMPTP inh: -0.6	MT1-MMP act inh: 4	Rpn11 block: i

COc1ccc(/C=N/NC(=O)CCn2cnc(-c3ccccc3)c2-c2ccccc2)cc1
  SKN-1 block: 1	CendR NRP1 mod: -2	DNMT1 inh: -5	Scp1 inh: 1	NadD block: 2	STEP block: 118*	SUMO1-SIM PPI: 0	LMPTP inh: 1.5	MT1-MMP act inh: 10	Rpn11 block: i

Later entries
mol	SKN-1 block	CendR NRP1 mod	DNMT1 inh	Scp1 inh	NadD block	STEP block	SUMO1-SIM PPI	LMPTP inh	MT1-MMP act inh	Rpn11 block
COc1cc(NC(=O)C2CC(=O)N(CCc3ccccc3)C2)cc(OC)c1 (stereo not drawn)	3	0	-11	-6	1	0	-27	-9.9	-2	i
CC(C)(C)c1ccccc1OCC(O)CN1CCN(c2ccccn2)CC1 (stereo not drawn)	6	-4	-2	1	-4	0	2	-4.1	-3	i
COc1ccc(F)cc1-c1cc(C(=O)N2CCc3ccccc3C2)[nH]n1	-3	9	0	.	0	1	2	1.4	-2	i
CCOC(=O)N1CCC(C(=O)NNC(=O)c2ccc(Cl)cc2Cl)CC1	-11	6	2	-3	3	-4	1	-1.7	2	i
CCOC(=O)CC(=O)CSc1nc2c(cc1C#N)CCCCC2	7	1	-2	-7	-2	0	-10	0.0	-13	i
Cc1cc(Cl)ccc1OCC(=O)N/N=C1\CCCc2ccccc21	2	15	-5	3	-6	-3	-1	4.3	-1	i
Cc1cc(C)cc(C(=O)N2CC(C)SC2=Nc2cccc(S(=O)(=O)N(C)C)c2)c1 (stereo not drawn)	5	-2	2	2	3	-4	1	0.5	-2	i
O=C(NC(Cc1ccc(F)cc1)C(=O)O)c1ccccc1 (stereo not drawn)	-6	4	-2	-2	9	-3	-1	-0.8	-2	i
COc1ccc(S(=O)(=O)N(Cc2ccccc2)c2ccccc2C(=O)N2CCOCC2)cc1	-2	0	2	-5	-1	0	1	-0.4	-1	i
Cc1occc1C(=O)O/N=C(\N)c1ccc(Cl)cc1	4	12	-40	4	0	-3	-1	0.9	11	i
COc1ccc(Nc2ncnc3c2cnn3Cc2ccc(C)cc2)cc1	7	-2	-8	-2	2	-8	4	1.8	4	i
CC(=O)c1ccc(NC(=O)C[n+]2cccc(C)c2)cc1	6	4	1	-2	-3	0	11	-2.2	1	i
COC(=O)c1cccc(S(=O)(=O)N2CCC(n3nnc4cc(F)ccc43)CC2)c1	-3	9	2	-7	-8	0	2	-0.1	-5	i
Cc1c(CCC(=O)NCCC(=O)O)c(=O)oc2cc3occ(-c4ccccc4)c3cc12	3	4	-4	0	9	1	21	0.4	4	i
O=S(=O)(Nc1ccc(N2CCCCC2)cc1)c1ccc(F)cc1	-4	-2	-1	-14	2	7	-4	1.1	2	i
CCCCn1c(CN2CCN(C(=O)c3ccco3)CC2)nc2c1c(=O)n(C)c(=O)n2C	-6	-10	0	-4	-9	-2	12	-1.7	3	i
COc1cccc(CN(C)CC(=O)NCc2ccc(F)cc2)c1OC	-11	-2	-1	-13	-6	-1	3	-1.6	-4	i
O=c1c2[nH]c3ccc(F)cc3c2ncn1CCCn1ccnc1	-1	1	-3	3	-3	1	-1	-0.2	7	i
CC(C)CNc1nc(S(=O)(=O)c2ccccc2)c(Cl)s1	4	-3	0	-5	-5	-2	0	0.0	-2	i
CCn1c(SCc2nc3ccccc3c(=O)[nH]2)nnc1C(C)NC(=O)c1ccccc1F (stereo not drawn)	0	1	2	1	-3	2	-3	0.4	4	i
COc1cccc(NC(=O)c2cccnc2)c1	6	3	0	-5	7	1	-1	-1.2	0	i
O=c1c2ccccc2nnn1Cc1ccccn1	-5	-6	2	-2	-5	-1	-2	-2.3	-1	i
CC1(Cc2cc(Cl)ccc2C(F)(F)F)C(=O)Nc2cc(C(F)(F)F)ccc21 (stereo not drawn)	-4	-2	-4	.	-5	1	4	2.3	-3	i
O=C(CCC(=O)N1CCCC1)Nc1nnc(C(F)(F)F)s1	8	-2	11	-3	2	-3	22	-0.9	-2	i
CCOC(=O)N1CCN(C(=O)CSc2nc3c(cnn3-c3ccc(C)cc3)c(=O)[nH]2)CC1	-30	-9	-23	-4	3	-1	4	-2.6	10	i
CCOc1ccc(CCNC(=O)CCNC(=O)c2ccc(Br)cc2)cc1OCC	0	13	-1	-5	-5	-3	1	-1.6	-4	i
O=C(NCCNc1ccc([N+](=O)[O-])cc1)c1ccccc1F	12	4	-1	-8	-7	-2	-22	-1.5	-1	i
CCN(CCCCCCN)c1ccc2c(=O)[nH][nH]c(=O)c2c1	7	7	-1	-7	15	2	18	45	9	i
COc1ccc(N(C(=O)c2snc(C(N)=O)c2N)C(C(=O)NC2CCCC2)c2ccco2)cc1OC (stereo not drawn)	9	0	2	-4	2	0	-13	-0.5	-1	i
COc1ccccc1C(CNC(=O)c1cccc(NS(=O)(=O)c2ccc(C)c(F)c2)c1)N1CCCC1 (stereo not drawn)	13	-25	-1	-7	3	-1	-32	-6.9	3	i
Cc1cc(=O)n2nc(N3CCCC(C(=O)NCCc4ccccc4)C3)sc2n1 (stereo not drawn)	2	10	2	-2	-5	0	-3	-1.5	4	i
CCOC(=O)C1CCCN(C(=O)c2cc(Nc3ccc(OC)c(OC)c3)nc3ccccc23)C1 (stereo not drawn)	-7	8	1	3	6	-3	1	-1.3	2	i
Cc1ccc2oc(=O)c3cnn(CC(=O)N4CCCCC4C)c3c2c1 (stereo not drawn)	3	1	-1	-4	-4	4	5	-0.9	1	i
CC(C)c1cccc(OCCCCN(C)C)c1	1	6	-2	-11	1	2	0	0.1	2	i
O=C(COC(=O)CNC(=O)c1ccc(-c2ccccc2)cc1)NCc1ccco1	2	-7	3	13	5	-2	-3	-0.3	3	i
Cc1cc(C)cc(C(=O)Nc2c3c(nn2C(C)(C)C)CS(=O)(=O)C3)c1	12	8	-2	13	5	-2	2	-1.5	-2	i
CCOC(=O)/C(C#N)=C/c1c(N2CCN(c3ccccc3)CC2)nc2c(C)cccn2c1=O	0	4	-3	-7	12	2	-14	2.0	-6	i
CSc1cnn(CCC#N)c(=O)n1	13	-3	.	.	9	.	-8	-0.5	7	.
COC(=O)c1ccc2nc(-c3ccc(C)cc3)c(Cc3ccc(C)cc3)n2c1	8	-18	.	.	7	.	-1	6.9	-4	.
CCCc1nc2ccc(NC(=O)c3cccs3)cc2c(=O)n1Cc1ccccc1Cl	0	-12	-1	0	23	1	5	2.7	2	i
CC(=O)Nc1ccccc1C	4	-1	-2	0	4	-2	-3	1.4	0	i
CC(CCc1ccccc1)N(C)CC(O)c1cccc([N+](=O)[O-])c1 (stereo not drawn)	-1	-4	0	-6	-7	1	-14	3.0	-1	i
CSc1nc(-c2ccco2)nn1C(=O)c1cccs1	-9	7	0	-12	-10	4	0	-2.4	-12	i
COc1cccc(CN2CCN(Cc3nc(C(C)C)cs3)CC2CCO)c1 (stereo not drawn)	-13	2	2	-7	-2	-5	2	-0.8	1	i

Assay outcomes from PubChem.
